Source: PubChem (Johns Hopkins Ion Channel Center)
TRPC4 inh – inhibitors of mouse TRPC4 channel, primary screen, Fluo4 calcium, HEK293 TRPC4beta/mu-opioid cells. DAMGO-evoked Fluo4 calcium flux; stronger effect = lower value. Short transient receptor potential channel 4 (Mus musculus), Q9QUQ5. actives 0.39% (n = 300,000). AID 2247, 2010. B-score at 10 µM;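 active = B-score over 3 SD under the library average, no early fluorescence shift, positive overall ratio signal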
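material = TRPC4beta/mu-opioid receptor HEK293 cell line | probe or stimulus = sequential submaximal and maximal DAMGO stimulation | compound dosing = one concentration per compound | measured by = Fluo4 Ca2+ flux fluorescence | evaluation = integrated fluorescence ratio relative to baseline, converted to per-well B score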
TMEM16A act – TMEM16A chloride channel activators or potentiators, primary screen, cell-based, HTS; B-score at 10 µM; actives 0.3% (n = 340,000); AID 623877, 2012; HEK293 TMEM16A/YFP-H148Q/I152L, iodide quench fluorescence; stronger effect = lower value;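 active = fluorescence-ratio B-score plate-corrected deviation score at least 3 library SD below zero, with starting fluorescence score within 5 deviations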;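 also: channel opened by trigger with iodide after compound preincubation; score built on the fluorescence ratio of max minus min over baseline; more negative score means more quench and so TMEM16A activation or potentiation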
TRPC6 inhibitor – mouse TRPC6 channel inhibitors, primary screen, cell-based, HEK293, membrane potential dye | Short transient receptor potential channel 6 (Mus musculus), Q61143 | ACh-evoked depolarization; stronger effect = lower value | B-score at 10 µM | actives 1.1% (n = 310,000) | AID 2553, 2010;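 active = B-score under library mean minus 3 SD, initial fluorescence not abnormally high, positive integrated signal ratio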;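 also: B-score derived from integrated fluorescence ratio over the kinetic read; more negative B-score means stronger inhibition of depolarization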
MrgX1 PAM – positive allosteric modulators of MrgX1, primary screen, HEK293 cells, Fluo-4 calcium flux; Mas-related G-protein coupled receptor member X1 (Homo sapiens), Q96LB2; FDSS; stronger effect = higher value; B-score at 10 µM; actives 0.63% (n = 310,000); AID 588675, 2011;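 active = plate-corrected calcium response at least 3 library SD above typical, normal starting fluorescence, not activating the receptor alone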;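 also: compound read alongside a low EC10 to EC30 dose of BAM8-22 agonist; peak minus trough fluorescence over baseline measured at the second addition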
Target sequence (Q96LB2 whole entry, looked up): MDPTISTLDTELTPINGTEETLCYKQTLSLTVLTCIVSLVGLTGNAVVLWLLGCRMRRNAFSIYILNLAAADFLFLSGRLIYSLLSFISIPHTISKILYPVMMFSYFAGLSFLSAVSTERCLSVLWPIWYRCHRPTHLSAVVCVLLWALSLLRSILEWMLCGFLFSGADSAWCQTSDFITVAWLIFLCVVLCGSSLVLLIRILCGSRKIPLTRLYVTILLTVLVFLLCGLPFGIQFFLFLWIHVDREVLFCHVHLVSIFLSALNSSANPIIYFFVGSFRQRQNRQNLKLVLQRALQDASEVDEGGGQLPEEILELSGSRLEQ
TRPC6 act – mouse TRPC6 channel activators, primary screen, cell-based, HEK293, membrane potential dye. Short transient receptor potential channel 6 (Mus musculus), Q61143. HEK293-TRPC6 membrane potential dye fluorescence; stronger effect = higher value. B-score at 10 µM. actives 0.13% (n = 310,000). AID 2550, 2010;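 active = B-score of the integrated fluorescence ratio above library mean plus 3 SD, and starting fluorescence ratio within library mean plus 5 SD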;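 also: higher score means more depolarization so channel activation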
RGS4 block – RGS4 inhibitors, primary screen, cell-based, HEK293 M3R inducible RGS4, calcium flux; Fluo-4 calcium flux; stronger effect = higher value; triggered by carbachol at its EC20; B-score at 10 µM; AID 463165, 2010; Regulator of G-protein signaling 4 (Homo sapiens), P49798; actives 0.45% (n = 310,000);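 active = B-score, a plate-corrected calcium signal, over three deviations above library mean, with baseline fluorescence within five deviations of library mean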;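 also: RGS4 expression induced by doxycycline in cells with stable M3 receptor; B-score is computed from the integrated fluorescence ratio over baseline after carbachol; higher B-score means a larger calcium signal and so more RGS4 inhibition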
Target sequence (P49798 whole entry, looked up): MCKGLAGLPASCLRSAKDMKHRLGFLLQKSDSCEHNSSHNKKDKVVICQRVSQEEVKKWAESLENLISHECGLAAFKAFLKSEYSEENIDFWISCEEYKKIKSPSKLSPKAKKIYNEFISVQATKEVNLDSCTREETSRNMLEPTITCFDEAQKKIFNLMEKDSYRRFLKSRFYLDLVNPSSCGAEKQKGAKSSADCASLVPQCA
TRPC4 potent – positive allosteric modulators of TRPC4, primary screen, cell-based, mouse TRPC4beta, HEK293 mu-opioid, Fluo-4 calcium; B-score at 10 µM; Short transient receptor potential channel 4 (Mus musculus), Q9QUQ5; actives 0.42% (n = 310,000); DAMGO EC20, Fluo-4 Ca2+ flux; stronger effect = higher value;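 active = B-score of calcium response area above 5 SD of library B-scores, with initial fluorescence ratio within 5 SD of library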;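 also: B-score of integrated fluorescence ratio over time as area under calcium response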
MrgX1 antag – antagonists of human MrgX1 receptor, primary screen, HEK293 cells, Fluo-4 calcium flux; Mas-related G-protein coupled receptor member X1 (Homo sapiens), Q96LB2; B-score at 10 µM; BAM8-22 antagonism; stronger effect = lower value; actives 1.3% (n = 310,000); AID 588676, 2011;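 active = calcium-response B-score plate-corrected more than 3 library SD below zero, starting fluorescence within 5 deviations, no agonist response on first addition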;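 also: peak minus trough fluorescence over baseline after final BAM8-22 challenge near maximal dose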
TMEM16A inh – TMEM16A chloride channel inhibitors, primary screen, cell-based, HTS | HEK293 TMEM16A/YFP iodide influx fluorescence, ionomycin | Anoctamin-1 (Mus musculus), Q8BHY3 | normalized B-score (activity score, 25-100; higher = stronger inhibition) at 10 µM | actives 1.2% (n = 310,000);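 active = ratio plate-corrected score three or more library SD toward inhibition, starting fluorescence score within five deviations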;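 also: score derived from kinetic fluorescence span divided by baseline fluorescence per well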
TRPC4 agonist – activators of mouse TRPC4 channel, primary screen, Fluo4 calcium, HEK293 TRPC4beta/mu-opioid cells; Short transient receptor potential channel 4 (Mus musculus), Q9QUQ5; Fluo4 calcium fluorescence; stronger effect = higher value; B-score at 10 µM; actives 0.49% (n = 310,000);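 active = B-score above 5 SD of library B-scores, and initial fluorescence ratio not above library mean plus 5 SD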;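 also: positive B-score marks a calcium rise read as TRPC4 activation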
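System – HEK293 cells stably co-expressing mouse TRPC4beta and mu-opioid receptor · Signal – Fluo4 calcium-sensitive dye fluorescence, kinetic, 1 Hz baseline · Benchmarks – buffer (low) and maximal DAMGO (high) · Read-out – B score of integrated fluorescence ratio per well · Incubation – dye loading 45 min room temperature, 110 s kinetic read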
MrgX1 ag – agonists of human MrgX1 receptor, primary screen, HEK293 cells, Fluo-4 calcium flux; Mas-related G-protein coupled receptor member X1 (Homo sapiens), Q96LB2; Fluo-4 calcium fluorescence, agonist mode; stronger effect = higher value; B-score at 10 µM; actives 0.44% (n = 310,000); AID 588627, 2011;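 active = calcium response B-score plate-corrected fluorescence ratio at least 3 library SD, with starting fluorescence B-score inside 5 SD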
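System – MrgX1-expressing HEK293 cells · Incubation – cells plated overnight, dye loaded 0.5 h 37 °C, 0.5 h room temperature · Technique – kinetic Fluo-4 NW fluorescence of intracellular calcium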
Active calls of the source: *; i = inactive; nt = no result given. The order is random; 5.8% or so of the library scored in one or more.

SMILES | TRPC4 inh | TMEM16A act | TRPC6 inhibitor | MrgX1 PAM | TRPC6 act | RGS4 block | TRPC4 potent | MrgX1 antag | TMEM16A inh | TRPC4 agonist | MrgX1 ag
CCOc1ccc(-n2ccnc2)nn1 | i | i | i | i | i | i | i | i | i | i | i
O=C(O)CNS(=O)(=O)c1c(Cl)cccc1Cl | i | i | i | i | i | i | i | i | i | i | i
O=C(NNC(=O)C1CCCCC1)c1ccncc1 | i | i | i | i | i | i | i | i | i | i | i
C=CCNC(=O)c1cc(-c2ccc3c(c2)OCO3)on1 | i | i | i | i | i | i | i | i | i | i | i
Fc1ccc(-c2cnc3n2CCCCC3)cc1 | i | i | i | i | i | i | i | i | i | i | i
Nc1ccc(S(=O)(=O)NCc2ccccn2)cc1 | i | i | i | i | i | i | i | i | i | i | i
O=C(c1cccs1)N1CCN(c2ncccn2)CC1 | i | i | i | i | i | i | i | i | i | i | i
CSCc1ccc(C(=O)NCc2ccc(F)cc2)cc1 | i | i | i | i | i | i | i | i | i | i | i
CCN(C(=O)CCc1nnc2ccc(N3CCC4(CC3)OCCO4)nn12)c1ccccc1 | i | i | i | i | i | i | i | i | i | i | i
CCN(C(=O)CSc1nc2cc(S(=O)(=O)N(CC)CC)ccc2o1)C1CCS(=O)(=O)C1 (configuration not stated) | i | i | i | i | i | i | i | i | i | i | i
CC(=O)NCCC(=O)Nc1cc(F)ccc1C | i | i | i | i | i | i | i | i | i | i | i
COc1ccc(OC)c(NC(=O)COC(=O)c2nc(Cl)ccc2Cl)c1 | i | i | i | i | i | i | i | i | i | i | i
COC(=O)c1ccc(COn2nnc3ccccc32)cc1 | i | i | i | i | i | i | i | i | i | i | i
O=C1c2ccccc2S(=O)(=O)c2cc(N3CCN(C(=O)c4ccccc4)CC3)ccc21 | i | nt | i | i | i | i | i | i | i | i | i
Cc1ccccc1CN1C(=O)c2ccccc2Sc2ccc(C(=O)NCCN3CCOCC3)cc21 | i | i | i | i | i | i | i | i | i | i | i
O=C(c1ccc(C(F)(F)F)cc1)C1CCCN(C(=O)CCn2cncn2)C1 (configuration not stated) | i | i | i | i | i | i | i | i | i | i | i
O=C(O)C1C2CCC(O2)C1C(=O)Nc1ccc(Br)cc1F (configuration not stated) | i | i | i | i | i | i | i | i | i | i | i
O=C(OCC(=O)c1ccc(Cl)s1)c1cnccn1 | i | i | i | i | i | i | i | i | i | i | i
O=[N+]([O-])c1cccc(CSc2nc3ccccc3[nH]2)c1 | i | i | i | i | i | i | i | i | i | i | i
Cc1cccc(N2CCN(C(=O)c3cc4ccccc4oc3=O)CC2)c1C | i | i | i | i | i | i | i | i | i | i | i
COc1ccccc1NS(=O)(=O)c1cc(NC(=O)c2sc3cc(Cl)ccc3c2Cl)ccc1C | i | i | i | i | i | i | i | i | i | i | i
O=C(COC(=O)CCC(=O)c1ccccc1)NNC(=O)c1ccc(Cl)cc1 | i | i | i | i | i | i | i | i | i | i | i
COc1cc(NS(=O)(=O)c2cn(C)cn2)cc(OC)c1OC | i | i | i | i | i | i | i | i | i | i | i
COc1ccc(S(=O)(=O)N2CCOCC2)cc1NC(=O)CN1CCC(Cc2ccccc2)CC1 | i | i | i | i | i | i | i | i | i | i | i
CCOC(=O)Cn1c(=O)oc2cc(S(=O)(=O)N3CCCC(C(=O)OCC)C3)ccc21 (configuration not stated) | i | i | i | i | i | i | i | i | i | i | i
COC(=O)CC1COc2ccccc2N1C(=O)c1ccc(C(C)(C)C)cc1 (configuration not stated) | i | i | i | i | i | i | i | i | i | i | i
Cc1cccn2c(=O)c(C=O)c(Sc3ncccn3)nc12 | i | i | i | i | i | i | i | i | i | i | i
CC1=C(C(=O)N2CCOCC2)C(c2c(C)cc(C)cc2C)NC(=S)N1 (configuration not stated) | i | i | i | i | i | i | i | i | i | i | i
C=CCNC(=O)C(=O)NCCOc1ccccc1Cl | i | i | i | i | i | i | i | i | i | i | i
COc1ccc(CCSc2nnc(C3CCCCC3)n2N)cc1 | i | i | i | i | i | i | i | i | i | i | i
C/C(Nc1cccc(F)c1)=C(/C#N)C(N)=O | i | i | i | i | i | i | i | i | i | i | i
COc1cccc(C=Nc2ccc(N3CCOCC3)cc2)c1O | i | i | i | i | i | i | i | i | i | i | i
CCOC(=O)C1(C(F)(F)F)N=C(c2cccnc2)OC(N2CCCCC2)=N1 (configuration not stated) | i | i | i | i | i | i | i | i | i | i | i
CN(C)c1ccc(P(=O)(OC2CCCCC2)C(O)c2ccccn2)cc1 (configuration not stated) | i | i | i | i | i | i | i | i | i | i | i
Cc1cc(N2CCN(C)CC2)nc2ccc(NC(=O)CCC(=O)NCCCOC(C)C)cc12 | i | i | i | i | i | i | i | i | i | i | i
COc1ccc(S(=O)(=O)NCCCCOc2ccc(Cl)cc2)cc1 | i | nt | i | i | i | i | i | i | 25* | i | i
COc1ccc(CNC(=O)CSc2nnc3c(Cl)cc(C(F)(F)F)cn23)cc1OC | i | i | i | i | i | i | i | i | i | i | i
O=[N+]([O-])c1ccc2c(c1)C(N1CCOCC1)/C(=C/C1(O)CCCCC1)O2 (configuration not stated) | i | i | i | i | i | i | i | i | i | i | i
CS(=O)(=O)c1ccc(Cl)c(NC(=O)CSc2nc3ccccc3c(=O)n2CCCN2CCOCC2)c1 | i | i | i | i | i | i | i | i | i | i | i
CCOc1ccc2nc(NC(NC(C)=O)(C(=O)OC)C(F)(F)F)sc2c1 (configuration not stated) | i | i | i | i | i | i | i | i | i | i | i
CC(=O)NCCC(=O)Nc1cc(S(=O)(=O)N2CCOCC2)ccc1Oc1ccc(F)cc1 | i | i | i | i | i | i | i | i | i | i | i
COc1ccc(-n2nnnc2-c2nc3ccccc3s2)cc1 | i | i | i | i | i | i | i | i | i | i | i
Cn1c(-c2ccc(F)cc2)cnc1SCC(=O)NNC(=O)Cc1ccccc1 | i | i | i | i | i | i | i | i | i | i | i
Cc1cc2c(NC(=O)Nc3ccc(C(C)(C)C)cc3)cccc2nn1 | i | i | i | i | i | i | i | -6.9* | i | i | i
CCCCC(CC)C(=O)Nc1ccc(Nc2ccccc2)cc1 (configuration not stated) | i | i | i | i | i | i | i | i | i | i | i
Cc1cc(C)n(-c2nc3ccccc3c(=O)n2OCC(C)C)n1 | i | i | i | i | i | i | i | i | i | i | i
CC(=O)Nc1cccc(C(=O)N/N=C/c2ccccc2F)c1 | i | i | i | i | i | i | i | i | i | i | i
CSc1ccc(/C=C/c2cc(=O)c3ccccc3[nH]2)cc1 | i | i | i | i | i | i | i | i | i | i | i
C(=N\N(c1ccccc1)c1ccccc1)/c1ccc(N2CCOCC2)s1 | i | i | i | i | i | i | i | i | i | i | i
COc1ccc(C2CC(c3ccc(C)cc3)Nc3nc(N)nn32)cc1 (configuration not stated) | i | i | i | i | i | i | i | i | i | i | i
CCCc1c(C(=O)N/N=C(\C)CCc2ccc(OC)cc2)nnn1-c1nonc1N | i | i | i | i | i | i | i | i | i | i | i
Cc1ccc(/C=N/NC(=O)CCSc2ccccc2)cc1 | i | i | i | i | i | i | i | i | i | i | i
Cc1csc(SCC(=O)Nc2oc(C)c3c(C)n[nH]c(=O)c23)n1 | i | i | i | i | i | i | i | i | i | i | i
O=C(Nc1cc(S(=O)(=O)N2CCOCC2)ccc1N1CCCC1)c1cc(=O)[nH]c2ccccc12 | i | i | i | i | i | i | i | i | i | i | i
COc1cc(/C=N/N=C(\N)c2nonc2N)cc(OC)c1OC | i | i | i | i | i | i | i | i | i | i | i
Cc1ccc(NC(=O)CSc2nc3ccccc3c(=O)n2CC2CCCO2)cc1 (configuration not stated) | i | i | i | i | i | i | i | i | i | i | i
O=C(CN(CCc1ccccc1)S(=O)(=O)c1ccc(Br)cc1)N/N=C/c1ccc2c(c1)OCO2 | i | i | i | i | i | i | i | i | i | i | i
Cc1cc(N/N=C/c2cccc([N+](=O)[O-])c2)nc(-n2nc(C)cc2C)n1 | i | i | i | i | i | i | i | i | i | i | i
O=C1C(Cc2cccc([N+](=O)[O-])c2)S/C(=N/N=C/c2ccco2)N1c1ccccc1 (configuration not stated) | i | i | i | i | i | i | i | i | i | i | i
CC(=O)CSc1nc2c(c(=O)[nH]c(=O)n2C)n1CCCc1ccccc1 | i | i | i | i | i | i | i | i | i | i | i
Further compounds follow.
SMILES | TRPC4 inh | TMEM16A act | TRPC6 inhibitor | MrgX1 PAM | TRPC6 act | RGS4 block | TRPC4 potent | MrgX1 antag | TMEM16A inh | TRPC4 agonist | MrgX1 ag
CC(C(=O)Nc1ccc2c(c1)OCO2)N(c1ccc(Cl)cc1)S(C)(=O)=O (configuration not stated) | i | i | i | i | i | i | i | i | i | i | i
COc1ccc(S(=O)(=O)N2CCN(CCC(=O)Nc3ccc(F)cc3)CC2)cc1 | i | i | i | i | i | i | i | i | i | i | i
CCN1CCOC(CC(=O)Nc2cccc([N+](=O)[O-])c2)C1=O (configuration not stated) | i | i | i | i | i | i | i | i | i | i | i
CC(C)C[C@H](NC(=O)N1CCCCCC1)C(=O)O | i | i | i | i | i | i | i | i | i | i | i
